# Screening results deposited in PubChem BioAssay by The Scripps Research Institute Molecular Screening Center.
# CHO-K1 Ca antag = counter-screen for M1 antagonists: effect in parental CHO-K1 cells; inhibition, % at 3 µM; 360,000 compounds, 0.6% hits; ATP-induced calcium, Fluo-8 fluorescence;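 active = inhibition above a per-plate cutoff, the plate's mean sample inhibition plus 3 SD, cut at about 24% in these data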;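 note: 0% = DMSO plus EC80 ATP and 100% = DMSO alone without ATP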
# TAAR1 ag = human TAAR1 agonism. Q96RJ0. CHO RD-HGA16 TAAR1, Fluo-8 calcium fluorescence; vehicle wells 0%, saturating PEA agonist 100%. activation, % at 3 µM. 360,000 compounds, 0.99% hits;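 active = activation above the mean activation of all test compounds in the run plus 3 SD, cut at about 38% in these data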
# Target sequence (Q96RJ0 whole entry, looked up): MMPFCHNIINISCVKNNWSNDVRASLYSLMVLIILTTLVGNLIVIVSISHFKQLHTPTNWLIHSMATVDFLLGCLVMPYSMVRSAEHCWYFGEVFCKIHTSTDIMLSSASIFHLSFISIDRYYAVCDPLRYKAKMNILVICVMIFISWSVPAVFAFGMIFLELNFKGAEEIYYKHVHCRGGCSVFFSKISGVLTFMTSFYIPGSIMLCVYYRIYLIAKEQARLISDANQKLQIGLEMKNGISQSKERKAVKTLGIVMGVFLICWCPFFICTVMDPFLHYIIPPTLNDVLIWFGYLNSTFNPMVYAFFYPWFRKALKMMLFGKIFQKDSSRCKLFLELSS
#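 Test system: RD-HGA16 (CHO) cells co-expressing Gα16 and hTAAR1 | Doses: Single dose, 3 µM | Schedule: 17-24 h seeding, 75 min 37 °C dye, 30 min RT | Evaluation: % activation from peak over basal fluorescence ratio, DMSO-to-PEA scaled | Technique: Kinetic Fluo-8 calcium fluorescence | Benchmarks: Low control DMSO, high control PEA (EC100)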
# CHO-K1 Ca PAM = M1 PAM counterscreen hit in parental CHO-K1 cells; ATP EC20, Fluo-8 calcium fluorescence; 0% at ATP EC20, 100% at ATP max; activation, % at 3 µM; 360,000 compounds, 0.02% hits; AID 602247;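 active = activation above the run cutoff, the mean activation of all test compounds plus 3 SD, cut at about 40% in these data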;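 note: peak over basal fluorescence ratio in a 140 s read after ATP addition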
# M1 ag = human M1 muscarinic receptor agonism | CHO-K1 hM1, Fluo-8 calcium fluorescence, agonist mode; 0% DMSO, 100% acetylcholine EC100 | activation, % at 3 µM | 360,000 compounds, 0.33% hits | AID 588814;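 active = activation above the run's mean compound activation plus 3 SD, cut at about 16% in these data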;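 note: peak over basal fluorescence ratio within a 140 s kinetic read after compound addition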
# Target sequence (P11229 whole entry, looked up): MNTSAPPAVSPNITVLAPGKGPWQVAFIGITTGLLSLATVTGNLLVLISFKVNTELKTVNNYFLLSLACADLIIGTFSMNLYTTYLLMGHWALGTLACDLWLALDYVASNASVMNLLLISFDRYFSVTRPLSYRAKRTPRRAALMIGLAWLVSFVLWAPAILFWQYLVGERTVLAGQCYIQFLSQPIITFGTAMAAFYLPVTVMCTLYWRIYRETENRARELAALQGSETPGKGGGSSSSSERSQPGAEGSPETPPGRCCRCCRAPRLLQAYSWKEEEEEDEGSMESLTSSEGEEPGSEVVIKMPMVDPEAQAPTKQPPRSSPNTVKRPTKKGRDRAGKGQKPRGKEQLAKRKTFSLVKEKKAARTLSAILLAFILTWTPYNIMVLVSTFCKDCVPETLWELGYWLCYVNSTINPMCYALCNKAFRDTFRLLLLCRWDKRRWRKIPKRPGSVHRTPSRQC
# CHO parental Ca = counter-screen for OX1R antagonists: effect in parental CHO cells. parental CHO-K1, ATP-induced calcium, Fluo-8 fluorescence. inhibition, % at 5.6 µM. 330,000 compounds, 0.63% hits. AID 463079;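 active = inhibition above that plate's mean sample inhibition plus 3 SD, cut at about 26% in these data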;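 note: 0% = ATP-challenged DMSO wells and 100% = DMSO wells without ATP; some compounds past the cut are filed as inactive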
#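 Test system: untransfected parental CHO cell line. Compound: one dose, 5.6 µM nominal. Detection: intracellular calcium via Fluo-8 no-wash fluorescent dye. Measure: % inhibition. Benchmarks: ATP-challenged DMSO wells low, unchallenged DMSO wells high.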
# OXTR potentiate = potentiates the human oxytocin receptor response; CHO-OTR cells, Fluo-8 calcium fluorescence, potentiator mode; 0% = oxytocin EC15, 100% = EC100; P30559; AID 2445; 320,000 compounds, 0.061% hits; activation, % at 3 µM;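 active = activation above that plate's cutoff, the mean activation of tested compounds plus 3 SD, cut at about 6.6% in these data, passing the limit was not always enough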;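 note: 100% uses oxytocin at 75 nM as the full agonist control; some results filed as inactive read as strong as hits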
#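 System: human OTR in CHO cells; Also added: sub-maximal oxytocin, roughly EC15; Timing: compound 6 min at room temperature before oxytocin, 100 s read; Technique: Fluo-8 intracellular calcium fluorescence, ex 470-495, em 515-575 nm; Controls: oxytocin EC15 low and EC100 high; Replication: singlicate.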
# TAAR1 antagonist = antagonists of human TAAR1 | 360,000 compounds, 1.5% hits | Q96RJ0 | inhibition, % at 3 µM | AID 624466 | CHO RD-HGA16 TAAR1, Fluo-8 calcium fluorescence, antagonist;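 active = inhibition above a per-plate cutoff, the mean inhibition of test compounds on that plate plus 3 SD, cut at about 49% in these data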;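 note: 0% = DMSO plus EC80 beta-PEA response and 100% = DMSO alone without agonist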
#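 Test system: RD-HGA16 CHO cells with stable hTAAR1 and Gα16 / Probe or stimulus: EC80 β-phenethylamine stimulus / Times: seeding 17-24 h prior, 75-min 37 °C, 30-min RT dye loading / Detection: Fluo-8 calcium-sensitive fluorescence / Read-out basis: % inhibition scaled between DMSO and EC80 PEA controls / Repeats: singlicate, one well per test compound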
# V1aR counter = V1a receptor agonism, counter-screen for OXTR agonists; CHO-V1R cells, Fluo-8 calcium fluorescence, agonist mode; 0% DMSO, 100% 3 nM vasopressin; P37288; AID 2797; activation, % at 3 µM; 320,000 compounds, 0.25% hits;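 active = activation above the mean activation of all tested compounds plus 3 SD, per screening run, cut at about 20% in these data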;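 note: signal is peak over basal fluorescence ratio across a 100 second FLIPR read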
# CHO-K1 Ca ag = M1 agonist counterscreen hit in parental CHO-K1 cells; Fluo-8 calcium fluorescence; scaled to maximal ATP response, vehicle zero; activation, % at 3 µM; 360,000 compounds, 0.48% hits; in the data active = activation above about 15%;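 note: untransfected CHO-K1 host cells lacking M1 receptor as counterscreen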
# * hit, by the source's call; · = no result given.
SMILES,CHO-K1 Ca antag,TAAR1 ag,CHO-K1 Ca PAM,M1 ag,CHO parental Ca,OXTR potentiate,TAAR1 antagonist,V1aR counter,CHO-K1 Ca ag
NS(=O)(=O)c1ccc(CNC(=O)c2cc(=O)c3cc(Cl)ccc3o2)cc1,4,0,2,-2,6,-5,-20,0.5,9.7
Cc1ccccc1C(=O)NCC(=O)OC(C)C(=O)NCc1ccco1 (configuration not stated),10,4,-10,2,-2,2,-38,0.4,-0.2
COc1ccccc1-c1cc2nc(C)c(CCC(=O)NCc3ccc(F)cc3)c(C)n2n1,-17,-3,19,-2,-16,-5,-14,-1.0,0.0
COCCN(C(=O)c1ccccc1F)c1c(N)n(Cc2ccccc2)c(=O)[nH]c1=O,-14,13,13,-2,-22,-9,-3,-0.6,-0.1
COc1ccc(Oc2c(C)oc3c(CN(C)C)c(O)ccc3c2=O)cc1,-15,3,10,-14,-12,2,18,1.4,0.4
Cc1cccc(NC(=O)CSc2nnc(-c3ccccc3)n2N)c1C,-11,4,19,-4,-20,0,13,0.6,0.3
CC1CC(C)CN(CC(O)COc2ccc3c(c2)CCC3)C1 (configuration not stated),-7,8,10,-13,-13,-5,-5,2.3,1.5
Cc1ccc(-n2nc3c(=O)n(C(C)C(=O)NCCC4=CCCCC4)nc(C)c3c2C)cc1 (configuration not stated),5,38*,4,-1,16,-9,-3,9.4,8.4
COc1ccc(O)c(/C=N/N=C2/C(=O)Nc3ccccc32)c1,-14,2,19,-2,-2,-16,2,1.7,0.8
COCCN1CCN(C(=O)c2cc(COc3ccc(F)c(F)c3)on2)CC1,8,0,-1,-2,·,·,-11,·,0.6
O=C(N/N=C\c1ccc([N+](=O)[O-])s1)c1cncc(Br)c1,-2,8,12,-1,-15,-1,0,0.4,1.2
C=CCNC(=O)c1cccc2c1C(=O)c1ccc(N3CCCC3)cc1S2(=O)=O,-7,16,-2,0,5,-2,12,8.3,4.3
COc1ccc(N2CCN(Cc3nc4cc(Cl)ccc4c(=O)[nH]3)CC2)cc1,-15,0,9,-1,-9,0,-32,-0.1,1.5
CCN(CC(=O)Nc1ccccc1C(F)(F)F)C(=O)c1ccc(-n2nc(C)c(CCC(=O)OC)c2C)cc1,-16,16,15,0,·,·,4,·,7.1
O=C(c1cccc(Oc2ccccc2)c1)N1CCOCC1,-6,2,-10,-1,-7,-7,-29,1.1,0.7
Cc1cc(Nc2ccc([N+](=O)[O-])cc2)c2ccccc2n1,-2,6,-1,-8,-4,-3,-1,3.9,1.8
COC(OC)C1Nc2ccccc2C(=O)N1c1ccc(F)cc1 (configuration not stated),-7,0,3,-2,·,·,0,·,0.5
COC(=O)c1ccccc1NC(=O)Cn1c(-c2nonc2N)nc2ccccc21,-8,·,16,-5,-1,-2,·,0.5,0.8
C#CCOCCOCCOCCNc1nc(N2CCN(C(=O)CCCCCCCCCCNC(=O)Cn3cc(C[C@@H](C)O)nn3)CC2)nc(N2CCN(C(=O)CCCCCCCCCCNC(=O)[C@@H]([C@H](C)CC)n3cc(CCCCCN)nn3)CC2)n1,-7,·,12,-12,-10,-9,·,8.0,0.2
CCOc1ccc(-c2nnc(-c3ccccc3)o2)cc1,-4,8,9,-1,-11,-1,1,-1.3,0.2
CCOc1cc(/C=N/NC(=O)CN2CCCCC2)ccc1OCc1ccc(Cl)cc1,-1,5,3,-7,-23,0,-10,1.7,5.2
COc1cccc(NC(=O)C(C#N)Cc2ccncc2)c1 (configuration not stated),-11,17,10,-3,5,-8,18,0.4,0.2
CCOC(=O)c1nccnc1C(=O)Nc1ccc(C(F)(F)F)cc1,1,-1,5,-5,-7,0,-20,-0.1,0.4
CCC1CCCCN1CC(=O)c1c(C)[nH]c2cc(C)ccc12 (configuration not stated),-9,5,15,-6,·,·,-25,·,0.8
O=S(=O)(c1ccc(NC(=S)NC2CCCC2)cc1)N1CCCC1,25*,20,-10,-7,2,-12,-3,12,4.2

# Single records, as listed above. Values in the order: CHO-K1 Ca antag	TAAR1 ag	CHO-K1 Ca PAM	M1 ag	CHO parental Ca	OXTR potentiate	TAAR1 antagonist	V1aR counter	CHO-K1 Ca ag
# Shown for C#CCOCCOCCOCCNc1nc(N2CCN(C(=O)CCCCCCCCCCNC(=O)Cn3cc(C[C@@H](C)O)nn3)CC2)nc(N2CCN(C(=O)CCCCCCCCCCNC(=O)[C@@H]([C@H](C)CC)n3cc(CCCCCN)nn3)CC2)n1 = -7	·	12	-12	-10	-9	·	8.0	0.2
# Shown for CCC1CCCCN1CC(=O)c1c(C)[nH]c2cc(C)ccc12 (configuration not stated) = -9	5	15	-6	·	·	-25	·	0.8
# Shown for COCCN(C(=O)c1ccccc1F)c1c(N)n(Cc2ccccc2)c(=O)[nH]c1=O = -14	13	13	-2	-22	-9	-3	-0.6	-0.1
# Shown for COc1ccc(O)c(/C=N/N=C2/C(=O)Nc3ccccc32)c1 = -14	2	19	-2	-2	-16	2	1.7	0.8

# Other records follow.
SMILES,CHO-K1 Ca antag,TAAR1 ag,CHO-K1 Ca PAM,M1 ag,CHO parental Ca,OXTR potentiate,TAAR1 antagonist,V1aR counter,CHO-K1 Ca ag
Cc1c(C(=O)N2CCN(c3ncccn3)CC2)oc2c(Cl)cccc12,3,5,10,2,-34,-7,25,-0.7,0.3
O=C(NCCN=C1NS(=O)(=O)c2ccccc21)c1ccc(S(=O)(=O)N2CCOCC2)cc1,3,3,9,-5,-2,-12,-17,0.2,0.0
CCCCCCN1CCN(C2CN(Cc3cn(Cc4ccc(F)cc4)nn3)S(=O)(=O)C2)CC1 (configuration not stated),-16,0,3,·,·,·,-27,·,0.7
CC(OC(=O)CN1C(=O)C2C3C=CC(C4CC34)C2C1=O)C(=O)c1ccccc1 (configuration not stated),-4,1,-5,-3,-8,-14,9,2.9,2.5
CC(=O)c1sc(=S)n(Cc2ccccc2)c1C,1,-1,1,-6,·,·,-12,·,4.0
N/C(=N\OC(=O)COc1ccccc1Cl)c1ccccn1,2,1,14,-7,-8,-4,17,0.0,0.3
Cc1cc(C)cc(NC(=O)C2C3C=CC4(O3)C2C(=O)N(CCCN2CCCC2)C4C(=O)NC2CCCC(C)C2C)c1 (configuration not stated),-15,0,10,-8,-13,-12,-12,-0.5,0.7
CC(C)[C@H](NC(=O)NCc1cccs1)C(=O)O,-6,2,6,-1,9,-13,-14,0.4,0.8
CC(C)OCCCNC1=C(Cl)C(=O)c2ccccc2C1=O,-7,-3,13,-4,-7,-5,-2,-2.0,0.4
Cc1ccc2c(c1)CCCN2C(=O)c1cc2ccccc2oc1=O,8,-1,1,-7,-6,-2,0,-0.5,0.6
CN1C(=O)CCC(CCC(=O)O)(c2ccccc2O)C1=O (configuration not stated),-7,4,12,0,-7,7,-12,0.1,0.5
COc1ccc(S(=O)(=O)Nc2ccccc2OC)cc1NC(=O)CC1CC2CCC1C2 (configuration not stated),17,4,-14,-5,6,-6,9,3.6,2.4
CCn1ncc(S(=O)(=O)Nc2cc(Cl)ccc2C)c1C,-6,2,2,-2,-11,-5,-11,0.7,1.4
Cc1nc2ccccn2c1-c1nnco1,2,2,12,-1,-10,-14,6,1.8,0.1
O=C(NCc1cccc(Cl)c1)c1cccc(S(=O)(=O)N2CCCC2)c1,-6,0,-4,-5,-11,-1,1,0.9,0.2
COc1cc(NC(=O)c2cccs2)c(OC)cc1NC(=O)CCn1nnc2ccccc21,-13,11,-2,-3,-27,-3,24,0.9,4.2
CC(=O)NC(Cc1ccc(C)cc1)C(=O)NC1CCN(S(=O)(=O)c2ccccc2)CC1 (configuration not stated),-12,-3,0,-2,-3,-8,-11,-0.4,1.3
O=C(COC(=O)c1ccc(Cl)c(S(=O)(=O)NCc2ccccc2)c1)NCC1CCCO1 (configuration not stated),-17,4,2,-12,-13,-10,-12,0.2,1.4
N#C/C(=C/Nc1ccccc1F)S(=O)(=O)c1ccc(Cl)cc1,-16,5,3,1,-21,-18,12,9.3,2.8
CCC(=O)NC(C)C(c1cccs1)N1CCN(c2ccccc2)CC1 (configuration not stated),-3,2,14,-5,-7,-3,4,0.2,0.7
CCOCCCNC(=O)C(c1ccc(C)cc1)N(Cc1cccs1)C(=O)c1ccccc1O (configuration not stated),6,11,0,-2,-20,-2,38,0.3,3.6
CC1(CCc2ccccc2)NC(=O)N(CC(=O)Nc2ccc3c(c2)OCCO3)C1=O (configuration not stated),-8,2,-7,-2,-5,-6,32,-1.2,0.9
S=C(NC1CCCCC1)N1CCc2ccccc2C1,-13,20,13,-11,-14,-1,-12,-1.6,0.5
COc1ccc(-c2oc3ccccc3c2C(=O)OCc2ccc([N+](=O)[O-])cc2)cc1,-2,1,-12,-3,-4,4,-11,0.4,-0.1
CN(Cc1cc2ccccc2[nH]c1=O)S(C)(=O)=O,16,8,-7,-3,-4,-2,3,-0.4,-0.2
# Additional results.
SMILES,CHO-K1 Ca antag,TAAR1 ag,CHO-K1 Ca PAM,M1 ag,CHO parental Ca,OXTR potentiate,TAAR1 antagonist,V1aR counter,CHO-K1 Ca ag
CC(=O)c1cccc(NC(=O)C2Cc3c(-c4ccc5c(c4)OCO5)ccnc3O2)c1 (configuration not stated),12,7,-11,2,·,·,34,·,7.0
Cc1cccc(C)c1N1CCN(C(=O)N2CCOCC2)CC1,-6,1,15,-4,-6,-6,0,0.9,0.2
COc1ccc(/C=C/c2nnc(NC(=O)COc3ccccc3)s2)cc1,-9,4,20,-2,-10,3,-14,1.6,2.0
Cn1c(Cc2ccccc2)nnc1SCc1cc(=O)n2ccsc2n1,-15,1,-13,-7,-3,-8,-21,-0.1,1.5
CCC1(c2ccc(C)cc2)NC(=O)N(C(C)C(=O)Nc2ccc(N3CCOCC3)cc2)C1=O (configuration not stated),-16,-2,12,-1,-15,-2,18,0.2,1.3
O=C(CCc1nnc(CCC2CCCCC2)o1)NCCc1ccccn1,9,2,-7,-9,-13,-7,3,1.2,-0.4
C/C(N)=C(/C#N)C(=O)CN1CCCCC1,-15,6,18,-1,-9,-2,-6,0.8,0.1
CON1C(=O)C(=O)N(OC)C2CCCCCC21 (configuration not stated),-6,1,18,-4,-7,-3,-7,0.2,0.4
CC(=O)NNc1[nH]c2c(c(=O)c1[N+](=O)[O-])c(=O)n(C)c(=O)n2C,-8,0,14,-6,0,5,3,0.4,0.2
Cc1ccc(O)c(N=Cc2ccc(C)s2)c1,-10,1,23,-5,-9,-4,-4,0.7,0.5
CC(=O)Nc1cc(-c2cccc(NS(C)(=O)=O)c2)cn2c(-c3ccc(F)c(Cl)c3)cnc12,-6,12,16,3,·,·,47,·,7.4
